Source: PubChem
H9c2 TAG inh = triacylglycerol accumulation inhibition | inhibition, % at 12.5 µM | 230,000 compounds, 0.66% hits | H9c2 cells, Nile Red lipid (TAG) fluorescence; cells loaded with 200 µM oleic acid;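 active means pattern-corrected inhibition of lipid staining of at least 50% with the nuclear-stain viability signal not falling by more than 50%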;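 further: 0% = DMSO wells and 100% = triacsin C control wells; some results filed as inactive read as strong as hits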
H9c2 TAG inh DAPI viability = recorded beside H9c2 TAG inh, whose call it bears; DAPI nuclei signal change (viability), lower = more cytotoxic, %;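 whole-well DAPI fluorescence read on a plate reader as a viability signal; minus 50 percent equals half of cells still viable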
An asterisk follows results filed as active. An excerpt. The share of hits here may be higher or lower than overall.

Each structure is followed by: H9c2 TAG inh | H9c2 TAG inh DAPI viability
- O=C(NCc1ccccc1)NC(=O)c1ccc(Cl)cc1
    4 | -3
- N#C/C(=C\c1ccc(OCc2ccccc2)cc1)C(=O)Nc1nc2c(s1)CCN(Cc1ccccc1)C2
    36 | -10
- COc1ccc(NS(=O)(=O)c2ccc(N3CCOCC3)c(NC(=O)C(C)C)c2)cc1
    -7 | -3
- CCc1cccc(CC)c1NC(=O)c1ccc(-n2cncn2)nc1
    -13 | -7
- CN(C)S(=O)(=O)Oc1ccccc1C(=O)Nc1cccc(C(F)(F)F)c1
    -8 | 4
- COc1ccc(-c2oc(NC(=O)CCl)c(C#N)c2-c2ccc(OC)cc2)cc1
    27 | 2
- CCCCN(C)Cc1c(C)[nH]c2ccc(C)cc2c1=O
    -7 | 4
- COC(=O)C1CCN(C(=O)Cc2ccccc2OC)CC1
    -16 | 6
- O=C(NC1CCCCCC1)c1ccc[nH]c1=S
    4 | -1
- CC(=O)Nc1ccc(S(=O)(=O)NC2(C(F)(F)F)C(=O)Nc3c2c(=O)[nH]c(=O)n3Cc2cccnc2)cc1 (configuration not stated)
    0 | 9
- COc1ccc(S(=O)(=O)N2CCC(C(=O)NC3CCCC3)CC2)cc1OC
    11 | -1
- Cc1cc(C)n(CCCNC(=O)c2cc(COc3ccc(C)c(C)c3)on2)n1
    5 | 2
- COc1ccc(N2CCN(Cc3nc4c(c(=O)[nH]c(=O)n4C)n3Cc3cccc(Cl)c3)CC2)cc1
    -3 | -6
- CCOC(=O)C(C)n1nc(/C=C/c2ccccc2)ccc1=O (configuration not stated)
    -17 | 9
- CCCNC(=O)C1CN(S(=O)(=O)c2ccc(Cl)s2)c2ccccc2O1 (configuration not stated)
    0 | -4
- Nc1cc(Cl)ccc1C(=O)OCC(=O)N1CCOCC1
    9 | -1
- CCOc1ccc(C(=O)N[C@H](C(=O)NNC(=O)c2cccs2)C(C)C)cc1
    -4 | 6
- Fc1cccc(CSc2ncnc3c2oc2ccccc23)c1
    4 | -17
- Cc1ccccc1NC(=S)NC(=O)COc1ccccc1C
    -23 | 2
- CC(=O)N1CCN(C(=O)CNC(=O)c2ccc(C)s2)CC1
    -1 | -1
- Cc1nc2ccc(S(=O)(=O)NC(CC(C)C)C(=O)O)cc2s1 (configuration not stated)
    -15 | -4
- O=C(Cn1nnc(-c2ccccc2)n1)NCc1ccco1
    -17 | -1
- C=Cc1cccc(NC(=O)COc2ccccc2)c1
    -13 | 8
- CNC[C@@H]1OCc2ccccc2-c2ccccc2C(=O)N([C@@H](C)CO)C[C@@H]1C
    2 | -11
- COc1ccc(NC(=O)c2cc(C(=O)Nc3ccc(OC)cc3OC)cc([N+](=O)[O-])c2)c(OC)c1
    7 | -2
- Nc1nc(SCC(=O)Nc2ccc(OC(F)(F)F)cc2)[nH]c(=O)c1NC(=O)c1ccc(Br)o1
    -3 | 7
- CC(C)NC(=O)N(C)C[C@H]1OCCCC[C@H](C)Oc2ccc(NC(=O)NC3CCCCC3)cc2C(=O)N([C@H](C)CO)C[C@@H]1C
    -9 | -2
- COc1ccc(-c2cc3nc(C)cc(N4CC(C)CC(C)C4)n3n2)cc1 (configuration not stated)
    -3 | 8
- CS(=O)(=O)c1cc(C(=O)O)cc(NCc2ccccc2)c1Oc1ccccc1
    11 | 2
- CSc1nnc(C)c(=O)n1COC(=O)COc1ccc2ccccc2c1
    5 | -10
- CCSc1nsc(NC(=O)Nc2ccccc2F)n1
    -5 | -1
- O=C1C(CO)C(CO)C(CO)C1CO (configuration not stated)
    1 | -4
- COc1ccc(NC(=O)CN2C(=O)CSC(C)C2=O)c(OC)c1 (configuration not stated)
    2 | 5
- O=C(CCCn1cnc([N+](=O)[O-])n1)Nc1cc(Cl)ccc1O
    3 | -4
- CCCC(C)NC(=O)c1sc2nc3n(c(=O)c2c1C)CCC3 (configuration not stated)
    6 | 0
- Cc1ccc2cc3cc(C(=O)NCc4ccc5c(c4)OCO5)oc3nc2c1
    26 | -26
- Cc1cc(C)cc(C(O)c2ncc(-c3ccccc3C)[nH]2)c1 (configuration not stated)
    -6 | 7
- Cc1cc(C)cc(C(=O)OCC(=O)NC(=O)NC2CCCC2)c1
    -16 | 0
- C[C@H]1CNC(=O)C(=O)N1C[C@H](Cc1ccc(O)cc1)NC(=O)CC12CC3CC(CC(C3)C1)C2
    -8 | -2
- CN1OC[C@@H]2CN(C(=O)c3ccco3)[C@H](c3ccc(-c4ccc(C#N)cc4)cc3)C[C@@H]21
    -10 | -4
- COc1ccc(NC(=O)COC(=O)CN2C(=O)C3CCCCC3C2=O)cc1OC (configuration not stated)
    4 | -10
- O=C(CCN1C(=O)CSC1=O)Nc1ccccc1
    5 | -3
- O=C(NCCc1nccs1)C1CCC(=O)N(CCc2ccc(Cl)cc2)C1 (configuration not stated)
    10 | -7
- CN1C(=O)N(CC(=O)c2ccc3c(c2)OCO3)C(=O)C12CCCCC2
    -6 | 6
- O=C1C(=O)N(CCN2CCOCC2)C(c2cccnc2)/C1=C(/O)c1ccc(Cl)cc1 (configuration not stated)
    2 | 9
- O=C(Nc1ccccc1Cl)c1cc(C2CCCCN2C(=O)CCc2ccccc2)on1 (configuration not stated)
    -7 | -5
- COc1ccccc1NC(=O)CSc1nc(=O)n(Cc2ccncc2)c2c1CCCC2
    6 | 2
- O=C(c1ccc(Cl)c(S(=O)(=O)N2CCCC2)c1)N1CCN(c2ncccn2)CC1
    -7 | -7
- Cc1cc(-c2nnc3n2N=C(C(C)(C)C)CS3)n[nH]1
    6 | 2
- Cn1nc(-c2ccccc2)cc1NC(=O)Nc1ccc(F)cc1
    -12 | 4
- CC1=CCC2C(=O)N(c3ccc(C)c(Br)c3)C(=O)C2C1 (configuration not stated)
    -3 | -3
- CCN(C(=O)COc1cc(=O)n(CC)c2ccccc12)c1cc(Cl)ccc1OC
    5 | -4
- COc1ccc(COC(=O)c2nc3nc(C)cc(C)n3n2)cc1F
    -3 | -1
- Cc1cccc(C)c1NC(=S)NN(Cc1ccccc1)c1ccccc1
    10 | -1
- COC(=O)c1ccc(COc2ccc(/C=N/Nc3cccc(C(=O)O)c3)cc2)cc1
    -4 | -1
- CCN1CCN(c2nc3ccccc3n3cnnc23)CC1
    1 | 6
- CCOC(=O)c1c(NC(=O)c2ccncc2)sc(C)c1C
    -8 | 8
- O=C(c1ccccc1)N1CCN(c2ccc([N+](=O)[O-])c(NCC3CCCO3)c2)CC1 (configuration not stated)
    -3 | -4
- [O-]/[N+](=C/c1ccc(F)cc1)c1ccc(Cl)cc1
    -3 | 9
- Cc1cc(Cl)c2oc(C(=O)N3CCN(c4ccncc4)CC3)c(C)c2c1
    -2 | 3

The list goes on.
Each structure is followed by: H9c2 TAG inh | H9c2 TAG inh DAPI viability
- COc1cc2ccccc2cc1C(=O)OCC(=O)N(CC(C)C)c1c(N)n(Cc2ccccc2)c(=O)[nH]c1=O
    17 | -10
- COc1ccc(CN2C(=O)[C@H]3Cc4c([nH]c5ccccc45)C(C)(C)N3C2=O)cc1
    1 | -7
- CCCCC(c1nnnn1CC1CCCO1)N1CCN(c2cccc(C)c2C)CC1 (configuration not stated)
    -4 | 5
- CCN(CC(=O)Nc1c(F)cccc1F)C(=O)c1cc(C)oc1C
    -8 | 3
- COc1ccc(NC(=O)[C@H](CCS(C)(=O)=O)N2Cc3ccccc3C2=O)c(OC)c1
    0 | 6
- CCCn1c2ccccc2c2nc3ccccc3nc21
    -5 | 10
- CN1CCN(c2ccc(NC(=O)c3ccc(-c4ccccc4F)o3)cc2)CC1
    16 | 0
- CCOc1cc(CN2CCC(N3CCC(C(=O)NC4CC4)CC3)CC2)ccc1O
    -8 | 7
- O=C(COC(=O)CCN1C(=O)C2CC=CCC2C1=O)Nc1ccc(Cl)cc1F (configuration not stated)
    -17 | 1
- CS(=O)(=O)OCCCCOS(C)(=O)=O
    -19 | -1
- COc1cccc(/C=C/C(=O)NCc2cn3cc(Cl)ccc3n2)c1OC
    -22 | -2
- CCOc1ccc(N(C(=O)c2cnsn2)C(C(=O)NC2CCCCC2)c2ccncc2)cc1 (configuration not stated)
    11 | -17
- CCNC(=O)CC1SC(=Nc2ccc(C)c([N+](=O)[O-])c2)N(C)C1=O (configuration not stated)
    16 | -15
- CC12CC3CC(C)(C1)CC(C(=O)N1CCN(C(=O)C4CCCO4)CC1)(C3)C2 (configuration not stated)
    5 | 2
- Cc1cccnc1NC(=O)CNC(=O)c1ccccc1
    -10 | 7
- Cc1cc(NC(=O)C2CCC2)n(-c2ccccn2)n1
    4 | 2
- O=C(Nc1nnc(SCC(=O)N2CCOCC2)s1)C1CC(=O)N(c2ccc(F)cc2)C1 (configuration not stated)
    -4 | -2
- O=C(CCC(F)(F)F)N1CCCC(N2CCN(c3cccc(Cl)c3)CC2)C1 (configuration not stated)
    -9 | 6
- COC(=O)c1ccc(CNC(=O)Cn2cnc3c(OCc4ccccc4)ncnc32)cc1
    18 | -8
- Cc1ccc(N2CC(C(=O)OCC(=O)NNC(=O)c3ccccc3)CC2=O)cc1 (configuration not stated)
    -2 | 0
- CCN(CCNC(=O)c1cc(C)nn1-c1ccccc1)c1ccccc1
    -18 | -6
- Cc1ccc(N2CC(C(=O)NCc3cccs3)CC2=O)cc1C (configuration not stated)
    -1 | -6
- C=C(Cl)COc1ccc2c(CCC)cc(=O)oc2c1
    -16 | 5
- CN(C(=O)c1cccc(NC(=O)Cc2ccc(NC(=O)C3CCCN(C(=O)CCc4ccccc4)C3)cc2)c1)C1CC1 (configuration not stated)
    -13 | -7
- Cc1cc(=O)[nH]c(SCC(=O)Nc2cccc(S(=O)(=O)N3CCOCC3)c2)n1
    -7 | 9
- Cc1ccc(F)cc1-c1nc(NCC2CC2)nc2ccsc12
    -9 | 11
- Cc1ccc(CC2C(=O)N(c3ccccc3)C(=O)C2C)cc1 (configuration not stated)
    -9 | -7
- COc1ccc(N=CC2=C(O)CC(C)(C)CC2=O)cc1OC
    4 | 3
- CSc1ncccc1C(=O)OCC(=O)c1cc(C)n(C)c1C
    19 | -1
- Brc1cccc(-c2nnc(SCc3nc4ccccc4[nH]3)o2)c1
    -12 | 0

Entries above containing a thiophene ring, fused or not (7):
Each structure is followed by: H9c2 TAG inh | H9c2 TAG inh DAPI viability
- CCCNC(=O)C1CN(S(=O)(=O)c2ccc(Cl)s2)c2ccccc2O1 (configuration not stated)
    0 | -4
- CCOc1ccc(C(=O)N[C@H](C(=O)NNC(=O)c2cccs2)C(C)C)cc1
    -4 | 6
- CC(=O)N1CCN(C(=O)CNC(=O)c2ccc(C)s2)CC1
    -1 | -1
- CCCC(C)NC(=O)c1sc2nc3n(c(=O)c2c1C)CCC3 (configuration not stated)
    6 | 0
- CCOC(=O)c1c(NC(=O)c2ccncc2)sc(C)c1C
    -8 | 8
- Cc1ccc(N2CC(C(=O)NCc3cccs3)CC2=O)cc1C (configuration not stated)
    -1 | -6
- Cc1ccc(F)cc1-c1nc(NCC2CC2)nc2ccsc12
    -9 | 11

Ordered by formula weight (rising): some entries from above
Each structure is followed by: H9c2 TAG inh | H9c2 TAG inh DAPI viability
- O=C(CCC(F)(F)F)N1CCCC(N2CCN(c3cccc(Cl)c3)CC2)C1 (configuration not stated)
    -9 | 6
- CCCCC(c1nnnn1CC1CCCO1)N1CCN(c2cccc(C)c2C)CC1 (configuration not stated)
    -4 | 5
- CN(C(=O)c1cccc(NC(=O)Cc2ccc(NC(=O)C3CCCN(C(=O)CCc4ccccc4)C3)cc2)c1)C1CC1 (configuration not stated)
    -13 | -7

The results go on:
Each structure is followed by: H9c2 TAG inh | H9c2 TAG inh DAPI viability
- CC(NC(=O)COC(=O)C1CC1C)c1ccccc1 (configuration not stated)
    -10 | -3
- CCCN(C(=O)COC(=O)Cn1c(=O)oc2ccccc21)c1c(N)n(Cc2ccccc2)c(=O)[nH]c1=O
    6 | -6
- CCOC(=O)C1C(=O)C=C(c2ccc(OC)cc2)CC1c1ccco1 (configuration not stated)
    -10 | -1
- C=CCNC(=S)NNC(=O)C(CC(C)C)CC(C)O (configuration not stated)
    -1 | -6
- Cc1ccc(CN(C)C(=O)c2cccc(S(=O)(=O)N3CCc4ccccc43)c2)cc1
    -27 | -5
- CC(=O)Nc1ccc(OS(=O)(=O)c2ccc(C)cc2C)cc1
    -17 | -14
- CC(C)C(=O)C1=Cc2cccc([N+](=O)[O-])c2OC1N1CCOCC1 (configuration not stated)
    4 | -1
- CCc1ccc(C(=O)NNC(=O)c2cc(S(=O)(=O)N(C)C)ccc2N2CCCC2)cc1
    7 | 9
- CCCCOCC1CC(CC#CCN2CCCCC2)C(=O)O1 (configuration not stated)
    -1 | -6
- CN(C)/C=N/C(=S)Nc1ccc(F)cc1
    2 | -10
- CC(C)(C)C(=O)Oc1cc(N)n(S(=O)(=O)c2ccccc2)n1
    -3 | -3
- CCOC(=O)c1c(NC(=O)c2ccoc2C)sc(C(=O)N(C)C)c1C
    31 | 13
- CC(C)(C)NS(=O)(=O)CC12CCC(CC1=O)C2(C)C (configuration not stated)
    9 | -14
- NC(=O)c1ccsc1NC(=O)COC(=O)c1cnccn1
    15 | -5
- Cc1ccc(SCCC(=O)N/N=C/c2ccccc2O)cc1
    1 | -15
- CNC(C)C(=O)NC(C(=O)NC(C)C(=O)Nc1cccc2ccccc12)C(C)C (configuration not stated)
    35 | -31
- O=S(=O)(NCCSc1nc2ccccc2o1)c1ccccc1
    -6 | 3
- O=C1[C@H]2[C@@H](c3ccc(F)cc3)N3C(=O)N(c4cccc(Cl)c4)C(=O)[C@@]3(Cc3ccc(Cl)cc3)[C@H]2C(=O)N1C1CCCCC1
    19 | -10
- COC(=O)C1=C(C)Nc2nc(SCc3ccccc3)[nH]c(=O)c2C1c1cccs1 (configuration not stated)
    2 | 0
- CC1(C)CC(=O)C2=C(C1)OC(N)=C(C#N)C2C#Cc1ccccc1 (configuration not stated)
    0 | -6
- O=C(C#Cc1ccccc1)c1ccc([N+](=O)[O-])cc1
    -14 | -4
- Cc1cc(NC(=O)CON=C(N)CC(=O)Nc2ccccc2Cl)ccc1Br
    -3 | 9
- CCOc1ccc2nc(Cl)c(C3CC(c4ccccc4)=NN3C(=O)c3cccs3)cc2c1 (configuration not stated)
    1 | 19
- CO/N=C/C=C1/N(C)c2ccccc2C1(C)C
    -15 | -1
- O=C(Cn1cnc2c(NCc3ccccc3)ncnc21)NCCc1cc2ccccc2[nH]1
    1 | 3
